Compound activity deposited in PubChem by NCI.
Growth percent in the NCI-60 one-dose screen (48 h, 10 µM unless noted): 100 = growth as untreated, 0 = no growth, -100 = all killed.
MDA-MB-468: MDA-MB-468 breast cancer; 78,000 compounds, 8.5% hits
T-47D: T-47D breast cancer; 79,000 compounds, 5% hits; AID 1794792
MALME-3M: MALME-3M melanoma | 78,000 compounds, 5.8% hits
MCF7: MCF7 breast cancer; 82,000 compounds, 6.3% hits; AID 1794796
HS 578T: HS 578T breast cancer | 78,000 compounds, 4.1% hits | AID 1794788
LOX IMVI: LOX IMVI melanoma. 79,000 compounds, 7.4% hits
BT-549: BT-549 breast cancer. 78,000 compounds, 4.4% hits. AID 1794793
MDA-MB-231: MDA-MB-231 breast cancer; AID 1794789; 81,000 compounds, 5% hits
Numbers without * were called inactive; / = no result given; [ ] = dose if it differs, or a comment. How the source made its calls: active means growth percent below 10; inactive means the rest.

SMILES | MDA-MB-468 | T-47D | MALME-3M | MCF7 | HS 578T | LOX IMVI | BT-549 | MDA-MB-231
O=S(=O)(NCCCNc1nccc(-c2[nH]c(-c3ccccc3)nc2-c2ccc(F)c(O)c2)n1)c1ccc(C(F)(F)F)cc1 | -8.6* | 51 | -6.0* | 8.0* | 49 | 46 | 56 | 67
CCCCCCNc1nc(NCCCCCC)c2[nH]c(NCCCCCC)nc2n1 | / | 33 | 61 | 21 | 56 | 1.2* | 72 | -2.4*
COc1ccc(C(=O)/C=C/c2ccc(/C=C/c3ccc(F)cc3)cc2)cc1 | 112 | 94 | 100 | 94 | / | 97 | 101 | 116
Cc1ccc(S(=O)(=O)NC2(C(=O)O)CCCC2)cc1 | 113 | 109 | 110 | 103 | / | 103 | 108 | 111
CSc1nc(C)cc(=O)[nH]1 | 105 | 95 | 105 | 91 | 108 | 97 | / | 113
N#CC(C#N)=Cc1c(-c2ccccc2)[nH]c2ccccc12 | 32 | 39 | 81 | 16 | -1.2* | 48 | 56 | 50
CN(C)C(=O)c1cc(-c2ccc3ncnc(N4CCc5cc(F)c(Cl)cc54)c3c2)cnc1N | -80* | -59* | -58* | -60* | -44* | -69* | -83* | -49*
CCC1=C(NCc2ccccc2)COC1=O | 75 | 109 | 95 | 98 | 101 | 99 | 84 | 98
CN(C)CCC=C1c2ccccc2CCc2ccccc21 | 80 | 93 | 106 | 101 | 92 | 86 | 77 | 85
O=C(O)CNC(=O)Nc1ccccc1Cl | 107 | 109 | 120 | 103 | / | / | 117 | 126
COc1ncnc2c(-c3ccco3)cn(COCc3ccccc3)c12 | 59 | 31 | 81 | 55 | 80 | 69 | 55 | 58
COc1ccccc1C1CC(c2ccccc2)=NN1C(=O)c1ccc(S(C)(=O)=O)cc1 (stereo unspecified) | 108 | 83 | 96 | 93 | 104 | 100 | 100 | 100
CCCCN1C(=O)CC2CCOC21C (stereo unspecified) | 95 | 97 | 101 | 98 | 112 | 106 | 100 | 125
CCCCCCCCN(CCCCCCCC)CC(O)c1ccc(I)cc1 (stereo unspecified) | 93 | 69 | 106 | 79 | 118 | 83 | 112 | 79
CN1CCCC(NC(c2ccccc2)c2ccccc2)C1 (stereo unspecified) | 116 | 104 | 87 | 99 | 104 | 94 | 105 | 102
COC(=O)C1CN(S(=O)(=O)/N=C2\NC(=O)NC2=C(Cl)Cl)C1 | 72 | 81 | 104 | 34 | 104 | / | 110 | 106
O=C(OC[C@@H]1CO1)c1cccc2c(=O)c3ccccc3[nH]c12 | -52* | -9.7* | -90* | 0.0* | -22* | -78* | -32* | -28*
CCCCN(CCCC)CCCOc1ccccc1Cc1ccccc1 | 38 | 49 | 75 | 48 | 76 | 36 | 62 | 21
CCCCCCCCn1ncc2c(N[C@H](C)c3ccccc3)ncnc21 | 116 | 85 | 99 | 87 | 98 | 65 | 119 | 98
COc1cc2c(=O)n3c4c(cccc4c2cc1OC)CC3 | 88 | 90 | 123 | 101 | 138 | 101 | 124 | 109
COC(=O)c1cccc(NC2=C(Cl)C(=O)c3nc(C)ccc3C2=O)c1 | -71* | -28* | 87 | -35* | 102 | 10 | 125 | 63
COc1cc(-c2nc(SC(C)C)n(C(C)C)c(=O)c2C#N)ccc1OCc1ccccc1 | 67 | 53 | 82 | 75 | 70 | 62 | 94 | 76
O=C(Nc1ccc(Cl)c(Cl)c1)Nc1ncccc1OCc1ccc(F)cc1 | 85 | 73 | 109 | 89 | 102 | 101 | 98 | 112
Nc1nc(N)c2ccccc2n1 | 94 | 101 | 97 | 91 | 109 | 103 | 105 | 81
Cn1nc(N)c2ncc(-c3ccc(Cl)cc3)nc21 | 83 | 84 | 116 | 77 | 70 | 93 | 104 | 86

Rewritten in markdown: part of the list above
| smiles | MDA-MB-468 | T-47D | MALME-3M | MCF7 | HS 578T | LOX IMVI | BT-549 | MDA-MB-231 |
| --- | --- | --- | --- | --- | --- | --- | --- | --- |
| CCCCCCCCN(CCCCCCCC)CC(O)c1ccc(I)cc1 (stereo unspecified) | 93 | 69 | 106 | 79 | 118 | 83 | 112 | 79 |
| CN1CCCC(NC(c2ccccc2)c2ccccc2)C1 (stereo unspecified) | 116 | 104 | 87 | 99 | 104 | 94 | 105 | 102 |
| COC(=O)C1CN(S(=O)(=O)/N=C2\NC(=O)NC2=C(Cl)Cl)C1 | 72 | 81 | 104 | 34 | 104 | / | 110 | 106 |
| O=C(OC[C@@H]1CO1)c1cccc2c(=O)c3ccccc3[nH]c12 | -52* | -9.7* | -90* | 0.0* | -22* | -78* | -32* | -28* |
| CCCCN(CCCC)CCCOc1ccccc1Cc1ccccc1 | 38 | 49 | 75 | 48 | 76 | 36 | 62 | 21 |
| CCCCCCCCn1ncc2c(N[C@H](C)c3ccccc3)ncnc21 | 116 | 85 | 99 | 87 | 98 | 65 | 119 | 98 |
| COc1cc2c(=O)n3c4c(cccc4c2cc1OC)CC3 | 88 | 90 | 123 | 101 | 138 | 101 | 124 | 109 |
| COC(=O)c1cccc(NC2=C(Cl)C(=O)c3nc(C)ccc3C2=O)c1 | -71* | -28* | 87 | -35* | 102 | 10 | 125 | 63 |
| COc1cc(-c2nc(SC(C)C)n(C(C)C)c(=O)c2C#N)ccc1OCc1ccccc1 | 67 | 53 | 82 | 75 | 70 | 62 | 94 | 76 |
| O=C(Nc1ccc(Cl)c(Cl)c1)Nc1ncccc1OCc1ccc(F)cc1 | 85 | 73 | 109 | 89 | 102 | 101 | 98 | 112 |
| Nc1nc(N)c2ccccc2n1 | 94 | 101 | 97 | 91 | 109 | 103 | 105 | 81 |
| Cn1nc(N)c2ncc(-c3ccc(Cl)cc3)nc21 | 83 | 84 | 116 | 77 | 70 | 93 | 104 | 86 |

Continued.
SMILES | MDA-MB-468 | T-47D | MALME-3M | MCF7 | HS 578T | LOX IMVI | BT-549 | MDA-MB-231
COc1cc(/C=C/C(=O)CC(=O)/C=C/c2cc(Br)c(OC)c(OC)c2)cc(Br)c1OC | 97 | 84 | 97 | 97 | 113 | 98 | / | 101
C=CCn1c(SCC(=O)Nc2ccc(C(=O)/C=C/c3ccc(Cl)cc3)cc2)nnc1-c1ccc(OC)cc1 | 61 | 60 | 85 | 71 | 80 | 81 | 76 | 67
NCC(=O)Nc1ccc(O)c(C(=O)O)c1 | 107 | 100 | 111 | 96 | 103 | 99 | 105 | 102
CCOC(=O)C(CS(N)(=O)=O)NC(=O)OCc1ccccc1 (stereo unspecified) | 101 | 95 | 105 | 94 | 99 | 94 | / | 98
O=C(/C=C1\C=CN(CCN2CCOCC2)c2ccccc21)n1ccc2ccccc21 | 103 | 99 | 94 | 100 | 104 | 116 | / | 93
COc1cc(C)ccc1Oc1nc(Nc2ccc(N3CCOCC3)cc2)ncc1NC(=O)Nc1c(Cl)cccc1Cl | 99 | 105 | 80 | 90 | 98 | 85 | 89 | 78
O=C1CSC(=Nc2ccccc2F)N1 | 106 | 102 | 115 | 98 | 105 | 98 | 104 | 106
O=C1/C(=C/c2ccccn2)SC(=S)N1N1CCOCC1 | 101 | 99 | 92 | 87 | 97 | 98 | 100 | 92
CCOC(=O)C(Cc1ccc(C)cc1)(NC=O)C(=O)OCC | 96 | / | 106 | 97 | 99 | 99 | 97 | 112
CN1CCN(Cc2ccc(NC(=O)c3cncc(C#Cc4cnc5ccc(O[C@H]6CCOC6)nn45)c3)cc2C(F)(F)F)CC1 | -60* | 16 | -88* | -63* | -34* | -88* | -34* | -60*
c1ccc(Sc2ncccn2)nc1 | 97 | 99 | 111 | 93 | 94 | 93 | 137 | 109
N#CCSc1nnc2n(Cc3ccccc3)c(=O)c3c4c(sc3n12)CCCC4 | / | 111 | 99 | 99 | 95 | 98 | 99 | 99
NC1=CNNc2c3ncnc-3ncn21 | 102 | 99 | 110 | 108 | 122 | 101 | 111 | 109
O=C1CCC(Nc2cccc3ccccc23)N1 (stereo unspecified) | 125 | 95 | 98 | 96 | 106 | 89 | 86 | 95
C/C(=N\N=C(/C)C1CC(CC(=O)O)C1(C)C)C1CC(CC(=O)O)C1(C)C (stereo unspecified) | 99 | 141 | 107 | 115 | 140 | 106 | 123 | 107
NS(=O)(=O)c1cccc(Nc2nc(SCC(=O)c3ccc(-c4ccccc4)cc3)nc3ccccc23)c1 | 103 | 94 | 101 | 85 | 111 | / | 109 | 108
COc1ccc(C(=O)/C=C/c2ccccc2)cc1S(=O)(=O)Nc1c(N)nc(SC)[nH]c1=O | 85 | 92 | 94 | 39 | 84 | 61 | 79 | 82
O=[N+]([O-])c1ccc(Nc2nc(NCCN3CCOCC3)ncc2[N+](=O)[O-])cc1 | 71 | 100 | 91 | 80 | 88 | 97 | 89 | 96
COc1ccc(-c2nnc(-c3c(-c4ccccc4)nc4ncccn34)o2)cc1OC | 99 | 87 | 121 | 102 | 98 | 102 | 89 | 91
CCCCN(CCCC)CCC(=O)c1ccc(Cl)c2ccccc12 | 96 | 107 | 98 | 104 | 109 | 99 | 99 | 99
COc1ccc(/C(C)=N\N)cc1 | 111 | 99 | 102 | 102 | 106 | 99 | 106 | 93
O=C(CCl)NCc1ccc(Cl)cc1 | 83 | 86 | 115 | 74 | 72 | 80 | 98 | 100
COc1ccc(C=Nc2ccccc2O)cc1 | 103 | / | 94 | 82 | 108 | 78 | 67 | /
COc1ccc(Oc2ccccc2NC(=O)CNC(=O)c2cccc3ccccc23)cc1 | 24[5 µM] | 42[5 µM] | 73[5 µM] | 24[5 µM] | / | 22[5 µM] | 31[5 µM] | 29[5 µM]
C=CCOC(=O)C1=C(C)N(CC)C(=O)N(CC)C1c1c(Cl)n(C)c2ccccc12 (stereo unspecified) | 98 | 88 | 96 | 79 | 89 | 53 | 90 | 81
Next section.
SMILES | MDA-MB-468 | T-47D | MALME-3M | MCF7 | HS 578T | LOX IMVI | BT-549 | MDA-MB-231
COc1ccccc1-c1c(C)nn2c(NCc3ccccn3)cc(C)nc12 | 39 | 36 | / | 13 | 115 | 99 | 117 | 91
C/C(=N\Nc1nc(C)cs1)c1cc2ccccc2o1 | 83 | 21 | 94 | 74 | 89 | 86 | 99 | 80
COC(=O)C1(C)CCC[C@]2(C)[C@H]3C[C@H]4C(C(C)C)=C[C@]3(CC[C@@H]12)[C@@H]1C(=O)CC[C@H](OC(=O)Cc2c[nH]c3ccccc23)[C@@H]14 (stereo partly specified) | 87 | 78 | 93 | 84 | 92 | 95 | 119 | 90
COc1cc2oc(-c3cccc(NC(=O)c4cccc(Br)c4)c3)cc(=O)c2c(OC)c1OC | 67 | 28 | 53 | 55 | 47 | 40 | 50 | 63
CCCCCCCCCCC1OCC(CC)(CCCC)CO1 (stereo unspecified) | 100 | 71 | 97 | 103 | 103 | 102 | 98 | 95
CC1(C)OC(=O)N(CO)C1=O | 93 | 95 | 96 | 99 | 114 | 87 | 104 | 115
C=C1CC[C@@H]2[C@]3(C)COC(c4cn[nH]c4-c4ccc(C)cc4)O[C@@H]3CC[C@@]2(C)[C@@H]1C/C=C1/C(=O)OCC1O (stereo partly specified) | -49* | 39 | -53* | 8.7* | / | / | -31* | /
CCN(CC)CCOC(=O)c1cc(Br)cc(-c2ccccc2)c1O | 95 | 101 | 124 | 98 | 110 | 102 | 105 | 107
Cc1nc2ccccc2n1C(=O)C[C@@H]1NC(=S)NC1=O | 96 | 97 | 84 | 94 | 104 | 95 | 96 | 96
CC(=O)C(=Cc1ccc2c(c1)OCO2)C(C)=O | 108 | 88 | 84 | 95 | 106 | 98 | 99 | 100
CC(C)(C)c1ccc(C(=O)N/N=C2\c3ccccc3-c3cccc(C(=O)O)c32)cc1 | 99 | 97 | 108 | 103 | 84 | 102 | 114 | 110
Clc1ccc(-c2ccnc3c2c(-c2ccccc2)nn3-c2ccccc2)cc1 | 108 | 103 | 112 | 94 | 107 | 107 | 98 | 109
C[C@@H]1CC[C@]2(C(=O)O)[C@H](CC[C@@H]3O[C@@]32C)[C@]1(CCc1ccoc1)C(=O)O | 108 | / | 101 | 96 | 105 | 101 | 110 | 98
CC1=C(c2cc3ccccc3c3ccccc23)CCCC1 | 111 | 116 | 103 | 96 | 94 | 96 | 99 | 105
COc1ccc(C2CC(c3ccc(N)cc3)=NN2C(=O)c2cc(-c3ccc(Cl)cc3)nc3ccccc23)cc1 (stereo unspecified) | 98 | 88 | 80 | 47 | 85 | 82 | 84 | 100
Cc1cccc(N2CCN(C3=NC(=O)/C(=C\c4cn[nH]c4-c4ccccc4)S3)CC2)c1 | 90 | 66 | 94 | 87 | 108 | 97 | 86 | 89
CCC/C(=C\c1ccc(OCOC)c(OCOC)c1)C(=O)NC(Cc1ccccc1)C(O)C(=O)NCc1ccccc1 (stereo unspecified) | 83 | 87 | 85 | 92 | 99 | 90 | 93 | 88
CN(N=O)c1ccc(Cc2ccc(N(C)N=O)cc2)cc1 | 69 | 66 | 78 | 81 | 100 | 89 | 90 | 82
C[C@@H](C[C@H](CCOCc1ccccn1)c1ccccc1)c1ccc2ccccc2c1 | 81 | 71 | 99 | 99 | 104 | 86 | 124 | 97
C/C(=N/O)c1ccc(NC(=O)CSc2nnc(-c3cc(-c4ccc(Cl)cc4)nc4ccccc34)o2)cc1 | 111 | 94 | 91 | 90 | 103 | 100 | 101 | 114
CCOC(=O)Cn1c(-c2ccc(C)cc2)nc2cc3nc4ccccc4nc3cc21 | 106 | 95 | 120 | 95 | 112 | 100 | 113 | 94
CC(=O)Nc1ccc(S(=O)(=O)c2ccnc3cc(Cl)ccc23)cc1 | 9.9* | 72 | 67 | 58 | 85 | 74 | 95 | 88
ClC1(Cl)CC1c1ccccc1 (stereo unspecified) | 109 | 102 | 124 | 100 | 100 | 97 | 105 | 92
C[C@@H]1C(=O)[C@]23C[C@H]1CC[C@@]21C(=O)OC[C@]12C(=O)C=CC(C)(C)[C@H]2O3 | 104 | 89 | 111 | 98 | 100 | 102 | 98 | 102
Cc1ccc(-c2nc(S(=O)(=O)c3ccc(C)cc3)c(S(=O)(=O)c3ccc(C)cc3)o2)cc1 | 89 | 100 | 99 | 98 | 99 | 93 | 135 | 98
O=C(O)c1cccc2cccnc12 | 108 | / | 86 | 99 | 101 | 96 | 116 | 99
